Source: PubChem BioAssay (Columbia University Molecular Screening Center)
sEH activator: increases human soluble epoxide hydrolase activity | P34913 | activation, % at 2 µM | AID 717 | purified human sEH enzymatic activity, activator screen | hit rate 0.04% among 91,000; in the data active = activation above about 37%; note: values of inactives mirror those of a sister screen read the other way
Target sequence (P34913 whole entry, looked up): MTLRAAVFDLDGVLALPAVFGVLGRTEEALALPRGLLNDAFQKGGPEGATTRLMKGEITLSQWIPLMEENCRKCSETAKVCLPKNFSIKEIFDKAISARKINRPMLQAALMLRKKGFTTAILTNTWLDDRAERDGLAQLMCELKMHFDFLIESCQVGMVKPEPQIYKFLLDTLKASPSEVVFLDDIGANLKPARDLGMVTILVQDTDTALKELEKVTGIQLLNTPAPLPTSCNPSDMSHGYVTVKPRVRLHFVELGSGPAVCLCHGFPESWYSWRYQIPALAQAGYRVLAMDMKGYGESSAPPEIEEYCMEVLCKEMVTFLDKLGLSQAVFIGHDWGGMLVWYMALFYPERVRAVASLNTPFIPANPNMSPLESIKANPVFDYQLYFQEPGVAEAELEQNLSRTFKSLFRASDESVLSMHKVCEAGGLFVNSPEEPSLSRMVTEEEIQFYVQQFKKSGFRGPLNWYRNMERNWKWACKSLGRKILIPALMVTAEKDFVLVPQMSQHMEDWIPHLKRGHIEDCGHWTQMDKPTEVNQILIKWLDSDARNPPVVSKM
* = called active by the depositor. The list is partial; rates above refer to the full screens.

sEH activator,Molecule
-16,N#Cc1c(C(F)(F)F)cc(-c2ccccc2)nc1SCCN1CCOCC1
0,CSCCC(NC(=O)C12CC3CC(CC(C3)C1)C2)C(=O)OCC(=O)c1ccc(Cl)cc1 (configuration not stated)
16,C/C(=N\NC(=O)CSCc1ccc(Cl)cc1)c1ccc(NC(=O)c2ccccc2)cc1
-2,COc1ccc(C(=O)c2ccc(N(C)C)cc2)c(OC)c1
12,CC(C)n1c(O)c(/C=C2\C=Nc3ccccc32)sc1=Nc1ccccc1
6,COc1ccc(C2c3c(oc4ccccc4c3=O)C(=O)N2Cc2ccncc2)cc1 (configuration not stated)
1,Cc1csc(SCc2nc3sc4c(c3c(=O)[nH]2)CCC4)n1
-8,CCc1ccc(C(=O)COC(=O)c2cccc(N3C(=O)c4c(C)nc5ccccc5c4C3=O)c2)cc1
-8,Cc1cccc(N2CCN(CC(=O)Nc3ccccc3[N+](=O)[O-])CC2)c1C
-6,Cc1ccc(-c2cc(-c3ccccc3[N+](=O)[O-])[nH]n2)c(O)c1
17,CCOC(=O)Nc1nnc(-c2ccccc2OC)s1
4,O=C(Cc1coc2ccc3ccccc3c12)Nc1nnc(C2CC2)s1

Next section.
sEH activator,Molecule
11,COC(=O)C1CSC(C(=O)OC)N1C(=O)Nc1ccc(Cl)cc1 (configuration not stated)
-65,Cc1ccccc1CNC(=O)c1ccc(CSCc2ccccc2)cc1
-4,O=C1CC(c2ccc(Cl)cc2)CC(O)=C1C=NCc1ccc(Cl)c(Cl)c1 (configuration not stated)
-3,Cc1ccc(S(=O)(=O)NNC(=O)CCC(=O)Nc2ccc(C)c(C)c2)cc1
-5,CCOc1[nH]n(-c2ccc(Cl)cc2)c(=O)c1C=Nc1ccc(Cl)cc1
0,Cc1c(C)n(C)c2ccc(C(=O)Nc3cccc4ccccc34)cc12
3,c1ccc(Cc2nnc3n2CCCCC3)cc1
5,Cc1ccccc1C(=O)N1CCN(c2ccc([N+](=O)[O-])c(NCc3ccco3)c2)CC1
10,Cc1[nH]n(-c2cccc(Cl)c2)c(=O)c1C=NC12CN3CN(CN(C3)C1)C2
4,Clc1ccccc1CSc1nnc(/C=C/c2ccccc2)o1
4,COc1ccc(Cl)cc1Nc1nc(-c2sc(NC(=O)C(C)(C)C)nc2C)cs1
-19,CC1CCC(C(C)C)C(OCC(O)CN2CCN(Cc3ccccc3)CC2)C1 (configuration not stated)

Taken from above:
Value of COc1ccc(C(=O)c2ccc(N(C)C)cc2)c(OC)c1 in sEH activator: -2
Value of c1ccc(Cc2nnc3n2CCCCC3)cc1 in sEH activator: 3
Value of CSCCC(NC(=O)C12CC3CC(CC(C3)C1)C2)C(=O)OCC(=O)c1ccc(Cl)cc1 (configuration not stated) in sEH activator: 0

Further structures follow:
sEH activator,Molecule
4,COc1ccc(Oc2c(Cl)cnn(-c3ccc(C)cc3)c2=O)cc1
7,O=C(N=Nc1c(O)n(C2OC(=O)c3ccccc32)c2ccccc12)c1ccc(O)cc1 (configuration not stated)
0,CCOc1ccc(CNC(=O)C(CC)n2nc(C)n3c(cc4occc43)c2=O)cc1OC (configuration not stated)
0,CN(C)c1nc(-c2ccccc2)nnc1C(F)(F)F
-10,CC(C)=C1C2CCC1C1C(=O)N(NC(=O)COc3ccc(Cl)c(C)c3)C(=O)C21 (configuration not stated)
-4,Cc1cccc(N(CC(=O)Nc2ccc(-c3nc4ccc(C)cc4s3)cc2)S(C)(=O)=O)c1
23,CCOc1ccc(C(CCc2ccccc2)NC(=O)c2ccc(OC)c(OC)c2)cc1OCC (configuration not stated)
2,O=C(CN1CCCCC1)Nc1cccc([N+](=O)[O-])c1
16,CN1CCN(CC(=O)Nc2ccc(OCc3ccccc3)cc2)CC1
-4,CCN(CC#CCC1(O)c2ccccc2-c2ccccc21)C(C)C
-1,C/C(=N\N1CCN(C2c3ccccc3-c3ccccc32)CC1)c1cccnc1
-12,COc1ccc(CNC(=O)Cc2csc(Nc3nc(=S)[nH]c4ccccc34)n2)cc1

Some of the entries above, reformatted.
| SMILES | sEH activator |
| --- | --- |
| CC(C)=C1C2CCC1C1C(=O)N(NC(=O)COc3ccc(Cl)c(C)c3)C(=O)C21 (configuration not stated) | -10 |
| Cc1cccc(N(CC(=O)Nc2ccc(-c3nc4ccc(C)cc4s3)cc2)S(C)(=O)=O)c1 | -4 |
| C/C(=N\N1CCN(C2c3ccccc3-c3ccccc32)CC1)c1cccnc1 | -1 |
| COc1ccc(Oc2c(Cl)cnn(-c3ccc(C)cc3)c2=O)cc1 | 4 |
| O=C(N=Nc1c(O)n(C2OC(=O)c3ccccc32)c2ccccc12)c1ccc(O)cc1 (configuration not stated) | 7 |
| O=C(CN1CCCCC1)Nc1cccc([N+](=O)[O-])c1 | 2 |
| CN(C)c1nc(-c2ccccc2)nnc1C(F)(F)F | 0 |

More records.
sEH activator,Molecule
-3,COC(=O)C1=C(C)N(c2ccc(F)cc2)C(=O)C1
22,N#CC1=C(S)N(c2ccc(F)cc2)C(c2cccs2)NC1=O (configuration not stated)
-3,Nc1ccc(C(=O)N/N=C\c2cc(N=Nc3cccc4ccccc34)ccc2O)cc1
-13,Cc1cccc(OCCCC(=O)Nc2ccccc2C(F)(F)F)c1
15,CC1CCCCN1Cc1ccc(N(C)C)cc1 (configuration not stated)
-13,O=C(OC1CCN(c2ncc(C(F)(F)F)cc2Cl)CC1)c1ccc(Cl)cc1
10,O=C(OCc1nc2ccccc2s1)c1ccc(Br)s1
-4,O=C(COc1ccc(Br)cc1Br)NC(=S)N1CCCc2ccccc21
0,Clc1ccc(C2=CSC3=NCCN23)cc1Cl
6,CCCCn1c(=O)nc2n(-c3ccccc3)c3ccccc3cc-2c1=O
5,Cc1ccc(NC(=O)N2Cc3ccccc3CC2C(=O)NC(C)(C)C)cc1 (configuration not stated)
1,O=S(=O)(CC(O)COc1ccccc1Cl)c1ccccc1 (configuration not stated)

2 consecutive records out of the list so far:
sEH activator,Molecule
5,Cc1ccc(NC(=O)N2Cc3ccccc3CC2C(=O)NC(C)(C)C)cc1 (configuration not stated)
1,O=S(=O)(CC(O)COc1ccccc1Cl)c1ccccc1 (configuration not stated)

Three entries drawn at random from those above, as already listed:
sEH activator,Molecule
22,N#CC1=C(S)N(c2ccc(F)cc2)C(c2cccs2)NC1=O (configuration not stated)
15,CC1CCCCN1Cc1ccc(N(C)C)cc1 (configuration not stated)
0,Clc1ccc(C2=CSC3=NCCN23)cc1Cl

Next compounds.
sEH activator,Molecule
0,CCN(CC)C(=O)c1sc2[nH]c(=S)n(-c3ccccc3)c(=O)c2c1C
0,Cc1cccc(NC(=O)Cn2c(=O)oc3ccccc32)c1
-15,CC(=O)Nc1ccc(S(=O)(=O)NNC(=O)COc2ccc(C(C)(C)C)cc2)cc1
-3,CCc1[nH]c(=O)c(C#N)c2c1CSC(C)(C)C2
0,S=c1[nH]nc(-c2cccnc2)n1/N=C/c1cccs1
0,CC1CN(CN2C(=O)c3ccccc3C2=O)CC(C)O1 (configuration not stated)
-11,Cc1cc(C)cc(NC(=O)C2(c3ccccc3)CC2(Cl)Cl)c1 (configuration not stated)
-1,COc1ccc(N2C(=O)CCC(C(=O)O)C2c2ccc(OC)c(OC)c2)cc1 (configuration not stated)
4,Cc1ccccc1NC(=O)CC1(c2ccc(N(C)C)cc2)C(=O)c2ccccc2C1=O
8,COC(=O)c1c(NC(=O)c2ccccc2)sc(C(=O)c2ccccc2)c1C
-8,CCOc1cc2[nH]c(=S)n(CCC(=O)NCc3ccc(OC)cc3)c(=O)c2cc1OCC
-7,COc1ccc(CC(=O)N2N=C(C)CC2(O)c2cccnc2)cc1 (configuration not stated)

Continued:
sEH activator,Molecule
4,O=C(COc1ccccc1)Nc1cc(C(F)(F)F)ccc1N1CCCC1
-4,CCSc1nc2c(c(=O)n1-c1ccc(F)cc1)SCC2
-2,CCc1ccccc1NC(=O)Cn1nc(C(F)(F)F)cc1C1CC1
-4,COC(=O)C1=C(C)N(c2ccc(C)cc2)/C(=C/c2cccs2)C1=O
15,CNC(=S)N/N=C/c1c(C)nn(-c2ccccc2)c1Cl
6,CN(C)c1ccc(NC(=O)c2ccc3nsnc3c2)cc1
-4,O=C(NC1CCCC1)C(c1ccc(F)cc1)N(C(=O)Cc1cccs1)c1ccc2c(c1)OCCO2 (configuration not stated)
-39,O=C(Nc1ccc2c(c1)OCCO2)N1CCN(c2ccc(F)cc2)CC1
10,CCn1nc(C)cc1-c1n[nH]c(=S)n1N
9,O=C(NNS(=O)(=O)c1cc(Cl)cc(Cl)c1)c1sccc1-n1cccc1
2,NC(=S)N/N=C/c1ccccc1OCc1cccc(Cl)c1
5,O=C(O)c1cn(-c2ccc(F)c(F)c2)c2c(F)c(F)c(F)c(F)c2c1=O

(listing goes on)
sEH activator,Molecule
1,Cc1ccc(C2CC(c3ccccc3OC(F)F)Nc3ncnn32)cc1 (configuration not stated)
-7,O=C(N/N=C\c1cn(-c2ccccc2)nc1-c1ccccc1)c1ccc2c(c1)OCO2
-61,S=C(Nc1ccc(Oc2ccccc2)cc1)NC1CCCCC1
-7,CC(C)C(=O)NC(c1ccc([N+](=O)[O-])cc1)c1c(O)ccc2ccccc12 (configuration not stated)
-2,CCOC(=O)c1c(NC(=O)CN2CCN(c3ccc(Cl)cc3)CC2)sc(C)c1C
4,CC(C)=C1C2CCC1C1C(=O)N(c3nc(-c4ccc(F)cc4)c(C)s3)C(=O)C21 (configuration not stated)
-7,CC(NC(=O)c1cccc(Cn2cc([N+](=O)[O-])cn2)c1)c1ccc(C(C)(C)C)cc1 (configuration not stated)
11,COC(=O)CN1C(c2ccccc2)=Nc2ccc(Cl)cc2C1c1ccccc1 (configuration not stated)
-3,Cc1cc2c(s1)c1cnn(CC(=O)NCCc3ccccc3)c(=O)c1n2C
4,Cc1cc(C)cc(NCc2cc3c(cc2[N+](=O)[O-])OCO3)c1
13,CS(=O)(=O)c1cccc(C(=O)NC(c2ccccc2)c2ccccc2)c1
4,O=C(CCc1ccccc1)NNC(=O)COc1ccccc1

Further results:
sEH activator,Molecule
-3,Fc1ccc(CNc2cnccn2)cc1
18,O=C1C2CC=C(Cl)CC2C(=O)N1CCC[n+]1ccccc1 (configuration not stated)
-2,Cc1ccc(C)c(S(=O)(=O)N2CCN(CC(=O)NC(=O)NCc3ccccc3)CC2)c1
-10,O=C(NCc1ccc2c(c1)OCO2)C1CC(=O)N(C2CCCC2)C1 (configuration not stated)
8,O=C1Nc2ccccc2/C1=N\N=C\C1=C(N2CCOCC2)C(=C\c2ccccc2)/CC1
-1,Cc1ccc(C2C(C#N)=C(N)Oc3c2c(=O)n(C)c(=O)n3C)cc1 (configuration not stated)
7,CCOC(=O)C1=C(N)OC2=C(C(=O)CC(C)(C)C2)C1C1CCCCC1 (configuration not stated)
-38,CN1CCN(S(=O)(=O)c2ccc(NC(=S)NC(=O)c3ccc(Cl)cc3)cc2)CC1
5,C[C@@H](C(=O)Nc1nc(-c2ccccn2)cs1)N1C(=O)C2CCCCC2C1=O (some centres not stated)
8,O=C(CN1CCC(N2CCCCC2)CC1)N1CCCc2ccccc21
10,O=S(=O)(Nc1ccc(S(=O)(=O)Nc2nccs2)cc1)c1ccc2c(c1)OCCO2
8,COc1cccc(C2=NN(C(=O)c3ccccc3)C(O)(C(F)(F)F)C2)c1 (configuration not stated)

The results go on:
sEH activator,Molecule
1,Cc1sc(N/N=C/c2cccnc2)nc1-c1ccccc1
-8,Nc1nonc1C(=O)NCCNCc1ccccc1OCc1ccc(F)cc1
-8,CC1CC(C)CN(c2ccc(-n3cnnn3)cc2[N+](=O)[O-])C1 (configuration not stated)
2,Brc1ccc(-c2cn3ccccc3n2)s1
-3,CCN1CCN(C(=O)/C=C\C(=O)O)CC1
-7,Cc1[nH]c2ccccc2c1/C=C/c1cc[n+](C)cc1
10,Cc1nc(CS(=O)(=O)c2ccccc2)cc(Sc2ccccc2Cl)n1
4,CCCn1nc2cc(C(=O)NCCc3cccs3)ccc2c1OCC
0,c1ccc(C[n+]2cccc3c4ccccc4ccc32)cc1
-5,Cc1cc2cc3c(cc2nc1SCC(=O)OC(C)C)OCO3
-53,Nc1nonc1C(=O)N/N=C/c1ccc(-c2cccc([N+](=O)[O-])c2)o1
-26,Cc1ccc(NC(=O)COc2ccc(C(=O)NCCc3ccccc3)cc2)cc1

Carrying on.
sEH activator,Molecule
-30,Clc1ccc(-n2c(SCc3nc4ccccc4[nH]3)nnc2-c2ccncc2)cc1
2,COC(=O)C1C2CCC(C2)C1C(=O)OCC(=O)c1ccc(C)cc1 (configuration not stated)
24,Cc1cc(C(=O)N=Nc2c(O)n(C(C)C)c3ccccc23)n[nH]1
-15,CSc1ccccc1NC(=O)COc1ccccc1Cl
7,Clc1ccc(N2CCCCCC2)nn1
8,CC(C)CNC(=O)c1c2c(nc3ccccc13)-c1ccccc1CC2
10,Fc1cccc(Oc2nc3ccccc3n3cccc23)c1
-4,C=CCOc1c(CNc2cccc(C(=O)O)c2)cccc1OCC
0,CSc1nc2ccccc2cc1/C=C(\C#N)c1ccccc1
8,O=C(NN=C1C2CC3CC(C2)CC1C3)c1cc(Cl)ccc1O
-8,CN(C)CCNc1nc(-c2ccccc2)nnc1C(F)(F)F
-1,COc1ccc(C(c2nnnn2CC2CCCO2)N2CCN(c3ccccc3)CC2)cc1 (configuration not stated)

More structures:
sEH activator,Molecule
-3,COc1cccc(CNc2nc3nc4c(c(=O)n3[nH]2)CCC4)c1
-5,COCc1cc(=O)[nH]c2cc(NC(=O)C(C)(C)CCl)c(C)cc12
1,COc1ccccc1NC(=O)C(=O)NNC(=O)c1ccco1
-6,COc1ccc(S(C)(=O)=O)cc1S(C)(=O)=O
-5,Cn1ncc(Cl)c1C(=O)NC(=S)Nc1sc2c(c1C#N)CCCCC2
8,CCCCCCC1NC(C(=O)O)CS1 (configuration not stated)
-9,CCOC(=O)c1sc2c(c1C)c(=O)c(C(=O)OCC)cn2CC
7,CCOc1ccc2c(c1)nc(SCC(=O)c1ccc(Br)s1)n2C
-2,Cc1cc(C)cc(N=C(NO)c2cccc([N+](=O)[O-])c2)c1
-2,CNc1cc(CSC)nc(SCc2ccc(Cl)cc2Cl)n1
-2,CCOc1cc2c3c(c1)C(C)CC(C)(C)N3C(=O)C2=O (configuration not stated)
6,Cc1ccc(S(=O)(=O)n2ccc3cccnc32)cc1
